Screening data from PubChem.
Jurkat NFkB inh: inhibitors of induced NF-kB luciferase reporter, primary screen, TCR NF-kB activation inhibitor project, cell-based, luminescence, uHTS; Jurkat, PMA/ionomycin-induced NF-kB luciferase reporter; inhibition, % at 4 µM; hit rate 0.53% among 330,000; AID 435003, 2010; in the data active = inhibition above about 50%
CCR6 antag: CCR6 receptor antagonists, primary screen, cell-based, CHO-K1, luminescence, beta-arrestin, uHTS | C-C chemokine receptor type 6 (Homo sapiens), P51684 | CHO-K1 CCR6 PathHunter beta-arrestin, CCL20-stimulated | inhibition, % at 20 µM | hit rate 0.49% among 340,000 | AID 493098, 2011;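 active = compounds whose inhibition of the agonist-driven luminescence signal at 20 µM reaches about 50%, limit read from the data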;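 note: cells stimulated with CCL20 at 14 nM final; plate controls were DMSO with CCL20 for no effect and DMSO without agonist for full effect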
Gli-Sufu antag: Gli-Sufu pathway antagonists, primary screen, luciferase luminescence, Sufu-KO-LIGHT cells, uHTS. Sufu-KO-LIGHT fibroblasts, Gli luciferase reporter luminescence. AID 588413, 2011. hit rate 0.74% among 340,000. inhibition, % at 5 µM;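 active = inhibition above about 55%, limit read from the data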;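 note: 0% = DMSO-treated cells and 100% = wells with medium but no cells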
UPR CHOP act: activators of apoptotic CHOP UPR arm, primary screen, cell-based, CHO-CHOP luciferase reporter, luminescence, uHTS; activation, % at 10 µM; hit rate 0.34% among 330,000; UPR activation; percent of tunicamycin response over DMSO baseline;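 active = at 10 µM dose, activation of 40% or more, normalized to positive control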;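 note: 100% = tunicamycin at 10 µg/mL and 0% = DMSO alone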
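System: CHO CHOP reporter cells. Amount: 500 cells per well. Buffer or medium: F12 medium, 10% FBS. Compound dosing: one dose, 10 µM in 0.5% DMSO. Incubation: 6 h compound exposure at 37 °C after overnight seeding. Technique: Steady-Glo luciferase luminescence. Benchmarks: tunicamycin and DMSO controls.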
697 NFkB inh: inhibitors of PMA/ionomycin-induced NF-kB reporter, 697 cells, primary screen, B-cell NF-kB inhibitor project, cell-based, luminescence, uHTS; 697 B-cell NF-kB luciferase reporter, 16 h; inhibition, % at 4 µM; hit rate 0.33% among 330,000; AID 435022, 2010; in the data active = inhibition above about 35%
Mdm2-MdmX inh: inhibitors of human Mdm2-MdmX association, primary screen, cell-based, luminescence, split luciferase, SaOS-2, uHTS; hit rate 3% among 330,000; inhibition, % at 8 µM; AID 485346, 2010; Protein Mdm4 (Homo sapiens) + E3 ubiquitin-protein ligase Mdm2 (Homo sapiens), …; SaOS-2 split-luciferase Mdm2/MdmX complementation;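 active = inhibition of at least 50% at 8 µM in the primary screen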
Target sequence (O15151 whole entry, looked up): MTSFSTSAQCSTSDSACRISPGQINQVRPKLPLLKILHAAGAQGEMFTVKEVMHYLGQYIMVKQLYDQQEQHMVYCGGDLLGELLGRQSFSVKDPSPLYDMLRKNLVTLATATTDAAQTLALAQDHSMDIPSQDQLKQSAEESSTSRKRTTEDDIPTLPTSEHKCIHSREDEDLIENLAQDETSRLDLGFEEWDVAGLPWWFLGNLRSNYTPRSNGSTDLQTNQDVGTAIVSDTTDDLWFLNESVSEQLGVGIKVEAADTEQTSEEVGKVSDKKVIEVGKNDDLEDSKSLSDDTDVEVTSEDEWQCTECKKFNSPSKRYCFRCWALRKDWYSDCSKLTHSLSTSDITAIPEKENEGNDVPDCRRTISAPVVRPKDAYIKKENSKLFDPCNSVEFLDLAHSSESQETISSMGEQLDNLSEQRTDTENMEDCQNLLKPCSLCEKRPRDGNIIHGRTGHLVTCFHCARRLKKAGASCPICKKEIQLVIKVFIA
Target sequence (Q00987 whole entry, looked up): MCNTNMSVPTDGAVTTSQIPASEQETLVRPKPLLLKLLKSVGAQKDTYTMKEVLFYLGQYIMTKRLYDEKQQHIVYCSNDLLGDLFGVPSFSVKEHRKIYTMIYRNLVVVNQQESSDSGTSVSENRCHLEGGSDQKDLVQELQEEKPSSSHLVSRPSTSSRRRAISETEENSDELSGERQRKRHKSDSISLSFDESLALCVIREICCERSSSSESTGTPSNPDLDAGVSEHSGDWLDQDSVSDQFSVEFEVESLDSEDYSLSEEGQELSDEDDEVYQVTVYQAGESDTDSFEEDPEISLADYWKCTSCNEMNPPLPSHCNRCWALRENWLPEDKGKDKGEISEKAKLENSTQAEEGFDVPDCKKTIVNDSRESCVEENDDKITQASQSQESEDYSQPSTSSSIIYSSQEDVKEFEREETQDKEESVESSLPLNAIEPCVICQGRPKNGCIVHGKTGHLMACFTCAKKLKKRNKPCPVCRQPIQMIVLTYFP
EBI2 antag: EBI2 receptor antagonists, beta-arrestin recruitment, primary screen, cell-based, luminescence, 7a,25-OHC stimulation, uHTS. G-protein coupled receptor 183 (Homo sapiens), P32249. 7a,25-OHC stimulated. inhibition, % at 5 µM. hit rate 0.81% among 360,000. AID 651636, 2012; in the data active = inhibition above about 38%;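 note: enzyme fragment complementation signal reports receptor beta-arrestin coupling in cells; 0% = agonist plus DMSO wells and 100% = wells without agonist; some results beyond the cut were filed as inactive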
UPR XBP1 act: activators of adaptive XBP1 UPR arm, primary screen, cell-based, CHO-XBP1 luciferase reporter, luminescence, uHTS | activation, % at 20 µM | IRE1-XBP1 UPR activation; percent of tunicamycin response, DMSO as zero | hit rate 0.33% among 330,000;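 active = versus positive control, 20 µM dose yields 30% or more activation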;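 note: 100% = tunicamycin at 10 µg/mL and 0% = DMSO only wells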
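Assay system: IRE1-XBP1 luciferase reporter CHO line. Input: 1000 cells/well. Buffer or medium: F12 with 10% serum. Doses: 20 µM, 1% DMSO. Times: overnight seeding at 37 °C, 6 h compound treatment at 37 °C. Technique: Steady-Glo luciferase glow luminescence, 10 min after reagent addition.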
CXCR6 inh: CXCR6 receptor inhibitors, primary screen, cell-based, beta-arrestin, luminescence, CHO-K1 PathHunter, 1536-well; inhibition, % at 20 µM; C-X-C chemokine receptor type 6 (Homo sapiens), O00574; hit rate 0.36% among 360,000; in the data active = inhibition above about 34%, passing the limit was not always enough;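 note: antagonist mode with CXCL16 agonist at 10 nM final; 0% = 10 nM CXCL16 with DMSO and 100% = unstimulated wells without agonist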
The depositor's hits bear a star; . = not tested or not shown. Rows are unselected, and some 5% of all compounds hit somewhere here.

The first 2 entries, to show the layout:
SMILES	Jurkat NFkB inh	CCR6 antag	Gli-Sufu antag	UPR CHOP act	697 NFkB inh	Mdm2-MdmX inh	EBI2 antag	UPR XBP1 act	CXCR6 inh
CCc1ccc(-c2cc(C)no2)cc1S(=O)(=O)NCCc1ccccc1	-6	22	0	-0.9	-9	-12	19	-3	6
Cc1[nH]c(=S)[nH]c(=O)c1CCC1OCCO1	5	-1	-6	1.6	5	3	-6	1	-8

All compounds of this part, from the start:
SMILES	Jurkat NFkB inh	CCR6 antag	Gli-Sufu antag	UPR CHOP act	697 NFkB inh	Mdm2-MdmX inh	EBI2 antag	UPR XBP1 act	CXCR6 inh
CCc1ccc(-c2cc(C)no2)cc1S(=O)(=O)NCCc1ccccc1	-6	22	0	-0.9	-9	-12	19	-3	6
Cc1[nH]c(=S)[nH]c(=O)c1CCC1OCCO1	5	-1	-6	1.6	5	3	-6	1	-8
CN1C(=O)/C(=C/c2ccc(-c3ccccc3[N+](=O)[O-])o2)SC1=Nc1ccc(Cl)c(C(=O)O)c1	.	20	1	.	.	.	-4	.	-1
Cc1ccccc1C(=O)N1CCC2CC1c1cc(-c3ccc(F)cc3)ccc12 (stereo unspecified)	.	6	3	.	.	.	8	.	-9
O=C(O)c1nnn(-c2ccc(F)cc2F)c1-c1ccccc1	1	1	-7	-0.2	-11	10	-7	7	3
O=C(Nc1ccc2c(c1)nc1n2CCN(C2CCCCC2)C1)c1ccco1	.	-3	0	.	.	.	-1	.	-6
COc1ccc(N2CCC(CNC(=S)Nc3cc(C)cc(C)c3)C2)cc1 (stereo unspecified)	-5	10	13	0.0	22	26	12	-3	8
Cc1c(NC(=O)c2cc(C3CC3)on2)c(=O)n(-c2ccccc2)n1C	-4	-4	3	-0.6	2	18	-6	-4	4
Cc1c(Br)c([N+](=O)[O-])nn1CCCC(=O)Nc1sc2c(c1C(N)=O)CCC(C)C2 (stereo unspecified)	1	18	-4	3.3	-5	6	-9	-2	-2
CCOC(=O)c1ccc(N2CSC3=C(C#N)C(c4ccc(OC)cc4OC)CC(=O)N3C2)cc1 (stereo unspecified)	-9	16	-6	-0.8	-12	-14	-11	-4	-9
Cn1nc(C(F)(F)F)c(-c2ccc(F)cc2)c1NC(=O)c1ccco1	10	3	-5	-0.8	9	15	0	0	-19
Cc1nn(-c2ccc(F)cc2)c(Cl)c1/C=C(/CCC(=O)O)c1nc2ccccc2s1	.	-23	7	.	.	.	-7	.	1
CCN(CC)C(=O)C(=O)c1cn(CC(=O)N2CCc3ccccc3C2)c2ccccc12	-4	7	1	0.1	4	3	6	-1	0
Cc1c(N/N=C(\C#N)C(=O)c2ccccc2)c(=O)n(-c2ccccc2)n1C	.	63*	26	.	.	.	10	.	35
O=C(/C=C/NCc1cccnc1)c1ccc(-c2ccccc2)cc1	-27	9	-30	4.5	-16	-1	5	-3	1
COc1cc2[nH]c(=O)n(CCCCCC(=O)NC3CCCC3)c(=O)c2cc1OC	5	13	30	1.5	11	-9	5	-2	6
C=CCSc1nc(N2CCOCC2)c2c(c1C#N)CC(C)(C)N(C)C2	-7	7	9	-1.0	-6	11	-1	-3	-9
COc1ccc(NS(=O)(=O)c2cc([N+](=O)[O-])ccc2N/N=C/c2c(C)[nH]c3ccccc23)cc1	.	58*	1	.	.	.	30	.	35
O=C(Nc1cc(S(=O)(=O)N2CCOCC2)ccc1Cl)C(=O)c1c(-c2ccccc2)cc2ccccn12	-8	9	9	-1.0	15	15	10	0	3
Cc1cccc(-n2ncc3c(=O)[nH]c(SCC(=O)NCCC4=CCCCC4)nc32)c1	-3	0	10	1.2	-3	90*	4	3	6
CCCC(=O)N(CCN1CCOCC1)c1nc2c(OC)ccc(C)c2s1	5	5	-5	-3.1	-6	16	-7	-5	5
CCn1c(N2CCN(S(=O)(=O)c3ccccc3)CC2)nc2ccccc21	-7	-6	11	0.0	-6	-5	3	-5	-3
COc1ccc(-c2cn[nH]c2-c2ccc(OCc3ccc([N+](=O)[O-])cc3)cc2O)cc1OC	35	1	15	-1.6	-18	30	16	1	-2
COCCSc1ccccc1C(=O)Nc1ccccc1C#N	6	10	-9	0.2	17	-8	-4	1	4
Cn1c(SCC(=O)Nc2cccc(F)c2)nc2c(c1=O)SCC2	9	11	32	0.1	0	17	0	-4	4
O=C(NCc1c(F)cccc1F)c1cc(COc2c(F)cccc2F)on1	-10	19	-13	4.2	-5	-25	0	0	-1
O=C1CCCCC1(CCc1ccncc1)CCc1ccncc1	.	12	5	.	.	.	13	.	-3
COc1ccc(-c2noc(CSc3nnc(CCc4ccccc4)n3-c3ccccc3)n2)cc1OC	17	31	-2	0.7	-7	6	20	-5	20
CC(C)Cn1cnc2c1c(=O)n(CC(=O)N(C)C)c(=O)n2Cc1ccccc1	-6	6	0	0.1	11	-10	-6	-1	2
O=C1NC[C@@H](Cc2ccc(O)cc2)N(CCc2cccc3ccccc23)C1=O	-8	4	5	-0.1	6	9	-8	-1	2
CN(C)c1nc(N(C)C)nc(N2CC(CCl)OC2=N)n1 (stereo unspecified)	-11	3	-2	-1.0	0	-3	9	3	8
COC(=O)[C@@H](Cc1ccccc1)NC(=O)Cn1cnc2c(SC)nc(N)nc21	-5	-9	16	-0.3	-16	-7	-9	2	-4
CCC1C(c2ccccc2)N(C)C(c2ccccc2)CC1(O)c1ccccc1 (stereo unspecified)	11	8	14	0.2	-1	1	16	9	6
Cc1ccc(NC(=O)CN(C)C(=O)CSc2nc3ccccc3c(=O)n2CCO)cc1	-10	-1	-9	0.1	-8	-1	-10	1	-14
Cc1nnc(SCC(=O)NC(=O)NC2CCCC2)n1N	-18	9	3	-3.7	4	9	-2	-4	-10
C=CCn1c(SCC(=O)Nc2cccc(OC)c2)nnc1-c1cccnc1	8	5	-12	-1.0	18	1	-2	0	-4
CSc1ccc(CCNS(=O)(=O)c2c(C)[nH]c(C)c2C(=O)N2CCCCC2)cc1	-15	23	-28	0.1	7	12	-3	-4	8
CC(=O)N1CCN(C(=O)CCC(=O)O)CC1	-8	6	3	0.2	-7	-6	-4	-2	1
O=C(CS(=O)(=O)Cc1ccccc1)N1CCN(c2cccc(C(F)(F)F)c2)CC1	7	-11	8	0.4	-9	38	1	-1	-6
Cc1ccc(F)cc1CNC(=O)C1CCC(=O)N(CCCN2CCCC2=O)C1 (stereo unspecified)	-1	9	-9	-0.3	-19	-15	0	5	7

Reformatted with two lines to a compound: entries from further up.
Value order: Jurkat NFkB inh | CCR6 antag | Gli-Sufu antag | UPR CHOP act | 697 NFkB inh | Mdm2-MdmX inh | EBI2 antag | UPR XBP1 act | CXCR6 inh
- CN(C)c1nc(N(C)C)nc(N2CC(CCl)OC2=N)n1 (stereo unspecified)
  -11 | 3 | -2 | -1.0 | 0 | -3 | 9 | 3 | 8
- COC(=O)[C@@H](Cc1ccccc1)NC(=O)Cn1cnc2c(SC)nc(N)nc21
  -5 | -9 | 16 | -0.3 | -16 | -7 | -9 | 2 | -4
- CCC1C(c2ccccc2)N(C)C(c2ccccc2)CC1(O)c1ccccc1 (stereo unspecified)
  11 | 8 | 14 | 0.2 | -1 | 1 | 16 | 9 | 6
- Cc1ccc(NC(=O)CN(C)C(=O)CSc2nc3ccccc3c(=O)n2CCO)cc1
  -10 | -1 | -9 | 0.1 | -8 | -1 | -10 | 1 | -14
- Cc1nnc(SCC(=O)NC(=O)NC2CCCC2)n1N
  -18 | 9 | 3 | -3.7 | 4 | 9 | -2 | -4 | -10
- C=CCn1c(SCC(=O)Nc2cccc(OC)c2)nnc1-c1cccnc1
  8 | 5 | -12 | -1.0 | 18 | 1 | -2 | 0 | -4
- CSc1ccc(CCNS(=O)(=O)c2c(C)[nH]c(C)c2C(=O)N2CCCCC2)cc1
  -15 | 23 | -28 | 0.1 | 7 | 12 | -3 | -4 | 8

Next part.
SMILES	Jurkat NFkB inh	CCR6 antag	Gli-Sufu antag	UPR CHOP act	697 NFkB inh	Mdm2-MdmX inh	EBI2 antag	UPR XBP1 act	CXCR6 inh
Cc1cc(C(=O)N2CCCC(Nc3ccc(F)cc3)C2)c(C)o1 (stereo unspecified)	-5	8	9	0.7	-15	11	-17	0	-8
CCCCCN(C(=O)NC(=O)Nc1ccccc1C)S(C)(=O)=O	8	-5	2	3.4	0	18	-1	-2	1
CCC(=O)N1CCc2cc(S(=O)(=O)CCC(=O)N3CCc4ccccc4C3)ccc21	-2	9	1	-1.1	-4	-28	3	-2	5
CCCC(C)NC(=O)CN1C(=O)NC2(CCc3ccccc32)C1=O (stereo unspecified)	15	-5	0	1.2	6	39	2	-3	5
Cc1nc2cc(-c3cccs3)[nH]n2c(=O)c1C	-34	7	-28	1.4	-18	-12	-7	0	3
COc1ccccc1C(C)NCC(=O)NCC(=O)Nc1ccc(F)c(F)c1F (stereo unspecified)	2	2	14	-2.2	13	-10	-4	-1	0
CCOc1ccc(/C=C/c2[nH]c(=O)[nH]c(=O)c2[N+](=O)[O-])cc1	-7	4	-6	3.1	-17	-8	-4	-4	4
Cc1ccc(-n2nnnc2-c2cnc(-c3cccnc3)nc2C(F)(F)F)cc1	24	3	31	-1.0	-27	40	1	-2	-5
O=C(O)c1cc(Nc2nc(N3CCOCC3)nc(N3CCOCC3)n2)ccc1Cl	-5	3	-4	-1.2	8	4	4	-2	-3
O=C(NC(=S)N1CCN(c2c(Cl)cccc2[N+](=O)[O-])CC1)c1cccs1	-6	45	-4	-0.5	-16	28	13	-1	38*
COc1ccc(CCNC(=O)CN2C(=O)CSc3ccc(S(=O)(=O)N4CCOCC4)cc32)cc1OC	12	2	5	2.1	-29	-9	1	-3	-15
Cc1ccccc1CNC(=O)CCCn1ncn2c(cc3occc32)c1=O	4	8	-5	-0.3	9	9	-2	-3	-5
O=C(c1ccc2c3c(cccc13)CC2)N1CCN(c2ncccn2)CC1	7	-4	4	-1.5	12	21	6	2	7
COCCNc1nc(N)c([N+](=O)[O-])c(NC2CCCCC2)n1	13	-1	-1	-1.4	-26	0	0	12	-6
O=C(CSc1nc(O)cc(=O)n1-c1ccccc1)N1CCCCC1	.	-1	5	.	.	.	-4	.	-4
O=C(CSCc1ccccc1)NCCCN1CCOCC1	-6	0	7	-2.2	14	-4	-15	-3	5
COc1ccccc1NS(=O)(=O)c1cccc(NC(=O)C2CC(=O)N(Cc3ccccc3)C2)c1 (stereo unspecified)	-4	8	8	-0.4	7	21	1	-2	5
